# TcdB GH inh – blocks C. difficile toxin B glycohydrolase activity; P18177; AID 652162; actives 0.24% (n = 350,000); TcdB glycohydrolase enzymatic assay, plate reader; inhibition, % at 9.99 µM; in the data active means inhibition above about 10%
# Numbers without * were called inactive. An excerpt (hit frequency here may not be typical).
SMILES,TcdB GH inh
O=C(Nc1ccc(F)cc1)N[C@@H]1CC[C@@H](CCNC(=O)c2ccccc2F)O[C@@H]1CO,-1.2
C/C=C/c1ccc2c(c1)O[C@H](CN(C)S(C)(=O)=O)[C@@H](C)CN([C@H](C)CO)S2(=O)=O,0.0
CS(=O)(=O)N1CC2(C1)[C@H](c1ccccc1)[C@@H](CO)N2Cc1ccccn1,-2.4
COc1ccc(S(=O)(=O)N(C)C[C@@H]2Oc3ccc(NC(=O)C4CC4)cc3CC(=O)N([C@@H](C)CO)C[C@H]2C)cc1,-1.6
CNC(=O)C[C@@H]1CC[C@@H]2[C@@H](COc3ccc(NC(=O)Nc4ccccc4OC)cc3C(=O)N2C)O1,-0.2
CCCNC(=O)C[C@H]1C[C@H]2c3cc(NC(=O)C4CCC4)ccc3O[C@H]2[C@H](CO)O1,-0.4
O=C(Cc1ccncc1)N1C[C@@H]2N[C@H](C1)C2c1ccc(-c2cccc(F)c2)cc1 (stereo not given in full),-0.6
C[C@H](CO)N1C[C@H](C)[C@H](CN(C)C(=O)Nc2ccccc2)Oc2ccc(NC(=O)c3ccncc3)cc2CC1=O,1.4
C[C@@H]1CN([C@H](C)CO)C(=O)Cc2cc(NS(=O)(=O)c3ccc(Cl)cc3)ccc2O[C@@H]1CN(C)Cc1ccc(C(=O)O)cc1,-1.1
CCCNC(=O)N1CC2(CCN(S(=O)(=O)c3ccc(OC)cc3)CC2)c2c(n(C)c3cc(OC)ccc23)[C@H]1CO,0.0
COC(=O)C(CC#Cc1ccc2c(c1)[C@]1(C(=O)N2)[C@H](c2ccc(OCCO)cc2)N2[C@H](c3ccccc3)[C@H](c3ccccc3)OC(=O)[C@H]2[C@@H]1C(=O)N1CCN(c2ncccn2)CC1)C(=O)OC,-20.5
C[C@H]1CN([C@@H](C)CO)C(=O)c2cc(NC(=O)CCC(F)(F)F)ccc2O[C@@H]1CN(C)Cc1ccc(C(F)(F)F)cc1,0.3
N#C[C@@H]1[C@@H](c2ccccc2)[C@@H](CO)N1C(=O)Cc1ccccn1,-0.2
COc1ccccc1CNC(=O)C[C@H]1C[C@@H]2c3cc(NC(=O)C4CCOCC4)ccc3O[C@@H]2[C@@H](CO)O1,-0.4
COc1cccc(NC(=O)C[C@@H]2CC[C@@H]3[C@@H](COc4ccc(NC(=O)C5CCCC5)cc4C(=O)N3C)O2)c1,0.1
CS(=O)(=O)N1[C@H](C#N)[C@@H](c2ccc(C#CC3CC3)cc2)[C@H]1CO,0.3
C/C=C/c1ccc([C@@H]2[C@@H](C#N)N(C(=O)NC3CCCC3)[C@@H]2CO)cc1,0.1
CN(C)C(=O)c1cccc(-c2ccc([C@@H]3[C@@H](CO)N4CCCCN(CC5CCOCC5)C[C@@H]34)cc2)c1,-1.8
COc1ccc2c3c(n(C)c2c1)[C@@H](CO)N(Cc1ccc(F)cc1)CC31CN(CC2CC2)C1,-0.1
Cc1noc(C)c1NC(=O)N(C)C[C@H]1Oc2ccc(NC(=O)Cc3ccccc3)cc2C(=O)N([C@H](C)CO)C[C@H]1C,0.0

# Entries listed so far with an aryl methoxy group, in the order listed:
SMILES,TcdB GH inh
COc1ccc(S(=O)(=O)N(C)C[C@@H]2Oc3ccc(NC(=O)C4CC4)cc3CC(=O)N([C@@H](C)CO)C[C@H]2C)cc1,-1.6
CNC(=O)C[C@@H]1CC[C@@H]2[C@@H](COc3ccc(NC(=O)Nc4ccccc4OC)cc3C(=O)N2C)O1,-0.2
CCCNC(=O)N1CC2(CCN(S(=O)(=O)c3ccc(OC)cc3)CC2)c2c(n(C)c3cc(OC)ccc23)[C@H]1CO,0.0
COc1ccccc1CNC(=O)C[C@H]1C[C@@H]2c3cc(NC(=O)C4CCOCC4)ccc3O[C@@H]2[C@@H](CO)O1,-0.4
COc1cccc(NC(=O)C[C@@H]2CC[C@@H]3[C@@H](COc4ccc(NC(=O)C5CCCC5)cc4C(=O)N3C)O2)c1,0.1
COc1ccc2c3c(n(C)c2c1)[C@@H](CO)N(Cc1ccc(F)cc1)CC31CN(CC2CC2)C1,-0.1

# New compounds follow.
SMILES,TcdB GH inh
O=C(N[C@@H]1CC[C@@H](CCNC(=O)c2ccccc2F)O[C@H]1CO)c1cnccn1,0.6
O=C(NC1CCCCC1)[C@H]1[C@H](CO)[C@H]2Cn3c(cccc3=O)[C@@H]1N2Cc1cccnc1,-1.8
O=C(c1cccc(F)c1)N1C[C@H]2[C@@H](c3ccccc31)[C@H](CO)N2C(=O)C1CC1,-0.9
Cc1noc(C)c1S(=O)(=O)Nc1ccc2c(c1)CC(=O)N([C@H](C)CO)C[C@H](C)[C@H](CN(C)S(=O)(=O)c1ccccc1)O2,1.2
O=C(C[C@H]1C=C[C@@H](NC(=O)Cc2cccnc2)[C@H](CO)O1)Nc1ccccc1,-2.3
O=C(C[C@H]1C[C@@H]2c3cc(NC(=O)Nc4ccc(C(F)(F)F)cc4)ccc3O[C@@H]2[C@@H](CO)O1)NCc1ccccn1,-0.8
O=C(C[C@@H]1CC[C@H](NC(=O)C2CC2)[C@@H](CO)O1)Nc1nccs1,-0.7
CCCNC(=O)Nc1ccc2c(c1)C(=O)N(C)C[C@H](OC)[C@H](C)CN(S(C)(=O)=O)[C@@H](C)CO2,0.1
C[C@H]1CN([C@@H](C)CO)C(=O)c2cccc(NS(=O)(=O)c3cccs3)c2O[C@H]1CN(C)S(=O)(=O)c1ccc(Cl)cc1,-1.1
C[C@H](CO)N1C[C@H](C)[C@H](CN(C)C(=O)Nc2ccc(C(F)(F)F)cc2)OCCCC[C@H](C)Oc2ccc(NS(=O)(=O)c3ccc(Cl)cc3)cc2C1=O,-0.1
O=C(CCN1CCCCC1)N[C@H]1CC[C@H](CCNC(=O)c2cc(Cl)cc(Cl)c2)O[C@@H]1CO,-0.1
C[C@@H]1CN([C@@H](C)CO)C(=O)c2cc(NS(=O)(=O)c3cn(C)cn3)ccc2O[C@@H](C)CCCCO[C@@H]1CN(C)S(=O)(=O)c1ccccc1,1.4
COCC#Cc1ccc2c(c1)O[C@@H](CN(C)C(=O)CN(C)C)[C@@H](C)CN([C@H](C)CO)S2(=O)=O,0.0
COCC(=O)N1C[C@H]2[C@@H](c3ccccc31)[C@@H](CO)N2C(=O)C1CCCCC1,0.3
O=C(C[C@@H]1CC[C@H](NS(=O)(=O)c2cccc(F)c2)[C@@H](CO)O1)NCc1ccc2c(c1)OCO2,0.2
CCCC#Cc1cnc2c(c1)C(=O)N([C@@H](C)CO)C[C@@H](C)[C@H](CN(C)C(=O)C1CCOCC1)O2,-0.9
C[C@@H]1CN([C@H](C)CO)C(=O)CCCn2nncc2CO[C@H]1CN(C)Cc1ccc(C(=O)Nc2ccccc2N)cc1,-0.4
C[C@H](CO)N1C[C@H](C)[C@H](CN(C)C(=O)c2cc(Cl)cc(Cl)c2)OCc2ccccc2-c2c(n(C)c3ccccc23)C1=O,-14.8
CCS(=O)(=O)N1CCCCN2[C@H](CO)[C@H](c3ccc(C4=CCCC4)cc3)[C@H]2C1,0.2
C[C@@H]1CN([C@H](C)CO)C(=O)c2cc(C#Cc3ccc(F)cc3)cnc2O[C@@H]1CN(C)C,0.6
CNC[C@@H]1OCCCC[C@@H](C)Oc2ccc(NC(=O)C3CCCCC3)cc2C(=O)N([C@H](C)CO)C[C@@H]1C,-0.5
O=C(C[C@H]1CC[C@H]2[C@@H](COC[C@H](O)CN2C(=O)Nc2ccc(C(F)(F)F)cc2)O1)NC1Cc2ccccc2C1,1.0
O=C(C[C@H]1C=C[C@@H](NC(=O)NC2CCCCC2)[C@H](CO)O1)NCc1ccc(Cl)cc1,0.6
N#C[C@H]1[C@H](c2ccc(C#Cc3ccc(F)cc3)cc2)[C@@H](CO)N1C(=O)C1CCCC1,-0.9
COc1ccc(CN(C)C[C@H]2Oc3c(NC(=O)c4cnccn4)cccc3C(=O)N([C@H](C)CO)C[C@@H]2C)cc1,1.0
COCC(=O)N1CC2(C1)CN(Cc1cc(F)ccc1F)[C@H](CO)c1[nH]c3cc(OC)ccc3c12,0.2
O=C(C1CCCC1)N1C[C@@H]2[C@H](c3ccccc31)[C@H](CO)N2C(=O)c1ccccc1F,-1.5
CC(C)NC(=O)N1Cc2cc(C(=O)NC3Cc4ccccc4C3)nc(-c3cccc(-c4cccnc4)c3)c2[C@@H]1CCO,-1.5
N#C[C@H]1[C@H](c2ccccc2-c2cccc(F)c2)[C@@H](CO)N1C(=O)C1CCC1,0.3
Cc1ccc(S(=O)(=O)N(C)C[C@H]2Oc3ccc(NC(=O)NC4CCCCC4)cc3C(=O)N([C@@H](C)CO)C[C@H]2C)cc1,0.2
C[C@H]1CN([C@@H](C)CO)C(=O)Cc2cc(NC(=O)CCCCCC(=O)Nc3ccccc3N)ccc2O[C@H]1CN(C)CC1CCCCC1,-2.0
COc1ccc(NC(=O)N2C[C@@H]3[C@H](c4ccccc42)[C@H](CO)N3C(=O)C2CCCC2)cc1,-10.2
O=C(C[C@@H]1CC[C@@H]2[C@H](COC[C@H](O)CN2Cc2ccc(C(F)(F)F)cc2)O1)N1CCc2ccccc2C1,0.4
Cc1ccc(S(=O)(=O)N2C[C@@H](O)COC[C@@H]3O[C@@H](CC(=O)NCC4CCCCC4)CC[C@H]32)cc1,-0.5
O=C(Cc1ccccn1)NCC[C@H]1CC[C@@H](NC(=O)Nc2ccc(Cl)cc2)[C@H](CO)O1,0.3
COCC(=O)N1CC[C@H]2[C@@H]1c1cc(-c3ccc(F)cc3)ccc1N(C)[C@H]2CO,2.6
O=C(N[C@H]1CC[C@H](CC(=O)N2CCOCC2)O[C@@H]1CO)c1cccc(F)c1,1.0
Cc1noc(C)c1NC(=O)N(C)C[C@H]1Oc2ncc(C#CCN(C)C)cc2C(=O)N([C@H](C)CO)C[C@H]1C,0.7
CO[C@@H]1CN(C)C(=O)c2cc(NC(=O)Cc3ccccc3)ccc2OC[C@H](C)N(CC2CC2)C[C@H]1C,-1.1
Cc1noc(C)c1NC(=O)N(C)C[C@H]1Oc2ccc(NS(C)(=O)=O)cc2C(=O)N([C@@H](C)CO)C[C@H]1C,-0.4
CN(C)C(=O)[C@H]1[C@H](CO)[C@H]2Cn3c(ccc(-c4ccccc4)c3=O)[C@@H]1N2C(=O)C1CCCC1,0.6
Cc1noc(C)c1NC(=O)N(C)C[C@H]1OCc2cnnn2CCCC(=O)N([C@@H](C)CO)C[C@@H]1C,-0.1
COc1ccc2c3c(n(C)c2c1)[C@@H](CO)N(CC1CC1)CC31CCN(C(=O)c2ccc(F)cc2)CC1,0.0
CO[C@H]1CN(C)C(=O)c2ccc(NS(=O)(=O)c3ccccc3)cc2OC[C@@H](C)N(Cc2nccs2)C[C@H]1C,0.9
C[C@H](CO)N1C[C@H](C)[C@@H](CN(C)C(=O)c2ccncc2)Oc2cc(C3=CCCC3)ccc2S1(=O)=O,-1.0
O=C(C[C@H]1C=C[C@@H](NC(=O)CN2CCOCC2)[C@@H](CO)O1)NCCc1ccccc1,1.1
COc1ccc(S(=O)(=O)N(C)C[C@H]2OCCCC[C@@H](C)Oc3ccc(NC(=O)Nc4c(C)noc4C)cc3C(=O)N([C@@H](C)CO)C[C@@H]2C)cc1,-0.4
COCC(=O)Nc1ccc2c(c1)C(=O)N(C)C[C@H](OC)[C@@H](C)CN(Cc1cccc(F)c1)[C@H](C)CO2,0.1
C[C@@H]1CCCCO[C@@H](CN(C)C(=O)Nc2ccccc2)[C@@H](C)CN([C@H](C)CO)C(=O)c2cc(NS(=O)(=O)c3ccccc3)ccc2O1,-1.2
O=C(C[C@H]1CC[C@H](NS(=O)(=O)c2ccccc2)[C@@H](CO)O1)NCCN1CCCCC1,0.4
# Additional structures:
SMILES,TcdB GH inh
Cc1ccc(S(=O)(=O)N[C@H]2CC[C@H](CC(=O)NC3CCCCC3)O[C@H]2CO)cc1,-1.0
C[C@H]1CN([C@@H](C)CO)C(=O)c2cc(/C=C/c3ccccc3)cnc2O[C@H]1CN(C)C(=O)Nc1ccccc1F,0.8
COc1ccc(CN(C)C[C@@H]2Oc3ccc(NC(=O)CCC(F)(F)F)cc3CC(=O)N([C@@H](C)CO)C[C@H]2C)cc1,1.9
CC(C)NC(=O)N(C)C[C@@H]1OCCCC[C@H](C)Oc2ccc(NS(C)(=O)=O)cc2C(=O)N([C@@H](C)CO)C[C@H]1C,-0.3
C[C@@H]1CCCCO[C@@H](CN(C)C(=O)CCC(F)(F)F)[C@@H](C)CN([C@H](C)CO)C(=O)c2cc(NS(=O)(=O)c3ccc(F)cc3)ccc2O1,-2.2
COc1ccc(S(=O)(=O)N(C)C[C@@H]2OCCCC[C@H](C)Oc3ccc(NC(=O)NC4CCCCC4)cc3C(=O)N([C@H](C)CO)C[C@@H]2C)cc1,-0.3
Cc1noc(C)c1S(=O)(=O)N(C)C[C@@H]1OCCCC[C@H](C)Oc2ccc(NC(=O)CCCN(C)C)cc2C(=O)N([C@H](C)CO)C[C@H]1C,1.2
C[C@@H]1CCCCO[C@H](CN(C)S(=O)(=O)c2ccc(F)cc2)[C@@H](C)CN([C@H](C)CO)C(=O)c2cc(NC(=O)C3CCCCC3)ccc2O1,-0.1
Cc1noc(C)c1NC(=O)Nc1ccc2c(c1)C(=O)N([C@H](C)CO)C[C@H](C)[C@@H](CN(C)Cc1ccccc1)OCCCC[C@H](C)O2,0.5
C[C@H](CO)N1C[C@H](C)[C@@H](CN(C)C(=O)CN(C)C)Oc2ncc(C#Cc3ccccc3)cc2C1=O,1.1
C[C@@H]1CCCCO[C@H](CN(C)C(=O)Nc2ccc3c(c2)OCO3)[C@@H](C)CN([C@H](C)CO)C(=O)c2cc(NC(=O)Nc3ccc(F)cc3)ccc2O1,-0.3
C[C@@H]1CCCCO[C@@H](CN(C)C(=O)Nc2ccccc2)[C@@H](C)CN([C@H](C)CO)C(=O)c2cc(NC(=O)Cc3ccccc3)ccc2O1,-1.0

# Source: PubChem
